High-throughput results (PubChem)
Chronic BCR inh: inhibitors of chronic active B-cell receptor signaling; ABC-DLBCL IkBa-CBG/CBR reporter, luminescence ratio, 4 h; Potency, µM (highest dose often 46.1 µM), for inactives: at the highest dose ratio change, negative = lower green/red ratio, most hits filed as inhibitors; hit rate 0.05% among 340,000; active = well fitted inhibition curve with a large enough effect in the signal ratio, with a control signal flat, not every such curve was filed as active; inconclusive = small, poorly fitted or top-dose-only effect, or effect the other way, or a change in a side signal; the % refers to the signal ratio;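 also: potency is read from the fitted curve at half-maximal effect; plate controls were basal doxycycline-induced cells for no effect and cells given 10 µM MG132 for full effect; MG132 reads +100%, hits lower the ratio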
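Compounds up to 46 uM were incubated four hours with TMD8 cells whose green CBG68 luciferase is fused to IkappaBalpha; red CBR luminescence normalised the signal, and concentration-effect curves were fitted to fusion, red and ratio data.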
Tb PFK block: blocks T. brucei phosphofructokinase | AID 485367 | T. brucei PFK, ADP-Glo luminescence | hit rate 0.17% among 330,000 | Potency, µM (top dose mostly 57.5 µM), for the others: top-dose activity, negative = inhibition, hits mostly inhibitors;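 also: potency is read from the fitted curve at half-maximal effect; 0% = uninhibited 1x PFK enzyme wells and -100% = no-enzyme wells; nearly all actives have a fitted effect of over 60% in size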
Target sequence (O15648 whole entry, looked up): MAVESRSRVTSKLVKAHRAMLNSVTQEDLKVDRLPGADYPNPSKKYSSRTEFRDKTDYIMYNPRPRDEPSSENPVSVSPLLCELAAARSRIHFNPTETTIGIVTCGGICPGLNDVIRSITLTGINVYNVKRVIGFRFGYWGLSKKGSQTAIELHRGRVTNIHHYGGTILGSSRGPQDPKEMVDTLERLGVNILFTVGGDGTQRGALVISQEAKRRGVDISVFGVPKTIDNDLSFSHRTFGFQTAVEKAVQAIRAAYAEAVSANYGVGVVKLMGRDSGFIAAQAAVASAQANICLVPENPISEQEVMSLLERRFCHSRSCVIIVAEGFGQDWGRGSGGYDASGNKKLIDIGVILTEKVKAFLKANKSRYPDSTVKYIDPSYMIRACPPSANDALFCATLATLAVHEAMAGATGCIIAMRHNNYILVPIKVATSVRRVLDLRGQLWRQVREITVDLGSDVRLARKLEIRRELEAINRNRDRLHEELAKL
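Compounds were pin-transferred as a titration series up to 57 uM into substrate buffer (0.5 mM F6P, 0.1 mM ATP, pH 8.0), then 1.25 nM PFK was added and reactions ran 45 min before ADP-Glo detection.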
A-T KAP1 phos: candidate therapy for ataxia-telangiectasia; […] A-T fibroblasts, KAP-1 phosphorylation AlphaLISA; neocarzinostatin DNA damage 30 min before lysis; Potency, µM (series often up to 57.5 µM), inactives show at the top dose activation, actives largely listed as activators; hit rate 0.19% among 320,000; AID 485349; also: potency is read from the fitted curve at half-maximal effect; % of control where 0% means no effect; nearly all actives have a fitted effect of over 45% in size
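ATM-like activity read as KAP-1 phosphorylation via AlphaLISA donor/acceptor antibody pairs after lysis and 6 hr at 25C. Cells were ATM-null patient fibroblasts ([…], hTERT), dosed 60 min, then exposed to the DSB inducer NCS for 30 min.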
ELG1 DNA repair: blocks ELG1-dependent DNA repair in HEK293T cells. HEK293T ELG1-luciferase reporter, luminescence, 16 h; DNA damage induced by 5-fluorouridine. Potency, µM (highest dose often 46.1 µM), for the others: top-dose activity change, negative = inhibition, actives largely listed as inhibitors. hit rate 2.3% among 330,000. AID 504467; also: potency is read from the fitted curve at half-maximal effect; % is scaled to controls: 0 for no effect and ±100 for the full control effect; nearly all actives have a fitted effect of over 55% in size
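Reporter activity after DNA damage by 5-fluorouridine is monitored. Compound-treated cells incubate 16 hr at 37 °C, then ONE-Glo is added for 30 min before luminescence reading.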
Eya2 inh: Eya2 (human) phosphatase inhibition. O00167. recombinant Eya2, OMFP fluorescence dephosphorylation (OMFP is methylfluorescein phosphate). Potency, µM (highest dose often 76.9 µM), inactives show at the highest dose activity, negative = inhibition, hits mostly inhibitors. hit rate 0.006% among 330,000. AID 488837; also: potency is read from the fitted curve at half-maximal effect; % is scaled to controls: 0 for no effect and ±100 for the full control effect
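Eya2 (0.2 uM) preincubated 10 min at ambient with compound, then OMFP substrate added at 50 uM; 10 min reaction in 50 mM HEPES pH 7.5, 50 mM NaCl, 5 uM MgCl2, 0.05% BSA, 1 mM DTT. Fluorescence read at Ex 485/Em 525 nm.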
S-ASM inh: blocks human secretory acid sphingomyelinase; hit rate 0.006% among 340,000; P17405; Potency, µM (doses to about 57.5 µM), for the others: at the highest dose activity change, negative = inhibition, most hits filed as inhibitors; placental ASM, HMU-PC fluorogenic substrate, 60 min; also: potency is read from the fitted curve at half-maximal effect
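HMU-PC0 cleavage (9 uM final) by human placental ASM, 60 min at 37 °C following 10 min compound exposure at RT; stopped at pH 10, fluorescence Ex 386/Em 447 nm.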
Mito fusion act: mitochondrial division inhibition or fusion activation; S. cerevisiae fusion-defective mutant growth rescue, CellTiterGlo 48 h; Potency, µM (series often up to 46.1 µM), without a hit: at the highest dose growth rescue (activation), usual class: activators; hit rate 0.23% among 320,000; AID 485298;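 also: potency is read from the fitted curve at half-maximal effect; % of control where 0% means no effect; nearly all actives have a fitted effect of over 45% in size; temperature-sensitive fusion mutants such as fzo1-1 at 37 °C on non-fermentable ethanol glycerol medium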
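S. cerevisiae fusion-defective temperature-sensitive mutants (e.g. fzo1-1, mgm1-5) grown 48 h at 37C in YPEG (ethanol/glycerol non-fermentable) medium with 23 nl compound per well; growth rescue read as CellTiterGlo luminescence.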
TSHR antag: human thyrotropin receptor antagonism. P16473. TSHR-expressing cells, TSH-stimulated cAMP HTRF, 2 h; stronger effect = lower value. activity change, negative = inhibition, % at 11.5 µM. hit rate 0.2% among 330,000. AID 504810;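 active = activity change below a set negative limit, meaning inhibition stronger than a set level, cut at about -70% in these data; inconclusive = activity change between two set negative limits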; also: % is scaled to controls: 0 for no effect and ±100 for the full control effect
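Antagonism was scored as loss of TSH-driven cAMP in TSHR cells, stimulated with 4nM TSH (EC80) for 2 hours at 37 deg C and detected by homogeneous HTRF competition immunoassay.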
TCR activator: T cell receptor activation | AID 504894 | Potency, µM (doses to about 9.22 µM), without a hit: at the top dose activation of IL-2 secretion, most hits filed as activators | primary human leukocytes, anti-CD3, IL-2 HTRF, 48 h | 330,000 tested, under 10 active; also: % of control where 0% means no effect
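TCR engagement came from a-CD3 beads alone, with compounds added to primary human leukocytes for 48 hr. Secreted IL-2 bridged europium cryptate- and d2-labelled anti-IL-2 antibodies, giving FRET emission at 665nm after 320nm excitation.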
a7 integrin act: activates integrin-mediated alleviation for muscular dystrophy | hit rate 0.064% among 350,000 | Potency, µM (series often up to 38.3 µM), inactives show at the top dose activation, most hits filed as activators | alpha7betagal myoblasts, beta-gal FDG fluorescence, 48 h;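 also: potency is read from the fitted curve at half-maximal effect; 100% = response of the positive control SU9516; nearly all actives have a fitted effect of over 60% in size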
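alpha7betagal+/- myoblasts (passage 13, 250/well) treated 48 h at 37C with compounds at 1:260 dilution of DMSO stock. Lysed, then beta-galactosidase activity read as FDG fluorescence (ex 480/em 540) after 30 min, with pre-read for autofluorescence.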
TSG101-PTAP inh: blocks PTAP/TSG101 interaction to inhibit HIV-1 budding; Potency, µM (doses to about 115 µM), for inactives: at the highest dose activity change, negative = inhibition, hits mostly inhibitors; Q99816; 340,000 tested, under 10 active; Fluorescence polarization, FITC-PTAP peptide / Tsg101 binding; AID 493005; active = well fitted inhibition curve with a large enough effect in the main read-out, with a control signal flat, not every such curve was filed as active; inconclusive = small, poorly fitted or top-dose-only effect, or effect the other way, or a change in a side signal; inactive = no such curve, though single readings can be large or run the other way; also: potency is read from the fitted curve at half-maximal effect; % of control where 0% means no effect
Target sequence (Q99816 whole entry, looked up): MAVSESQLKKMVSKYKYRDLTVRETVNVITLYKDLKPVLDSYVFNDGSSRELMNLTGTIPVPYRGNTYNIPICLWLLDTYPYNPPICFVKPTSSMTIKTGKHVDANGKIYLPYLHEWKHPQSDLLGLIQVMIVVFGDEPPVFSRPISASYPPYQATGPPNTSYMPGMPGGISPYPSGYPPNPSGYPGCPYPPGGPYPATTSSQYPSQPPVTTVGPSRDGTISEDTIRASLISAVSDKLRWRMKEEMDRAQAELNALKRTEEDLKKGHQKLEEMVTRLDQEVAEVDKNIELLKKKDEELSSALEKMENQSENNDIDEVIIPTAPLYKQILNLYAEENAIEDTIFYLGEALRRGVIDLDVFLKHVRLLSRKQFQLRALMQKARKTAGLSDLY
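Compounds were pin-transferred onto Tsg101 binding domain (10 uM final) in HEPES pH 7.5 buffer, then FITC-PTAP peptide was added at 50 nM final. After 20 min at RT, polarization reported peptide displacement across a qHTS concentration series.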
Active calls of the source: *; u = inconclusive; x = not tested or not shown; [ ] = remark or other dose. Unless noted, calls follow the shape of the dose curve; as a rule, active = well fitted curve in the direction sought with a large enough effect; inconclusive = small, poorly fitted or top-dose-only effect, or another doubt; inactive = no such curve, though single readings can be large; an effect the other way counts as inactive or inconclusive.

SMILES | Chronic BCR inh | Tb PFK block | A-T KAP1 phos | ELG1 DNA repair | Eya2 inh | S-ASM inh | Mito fusion act | TSHR antag | TCR activator | a7 integrin act | TSG101-PTAP inh
NC(=S)N/N=C/c1coc2ccc(F)cc2c1=O | u | 3% | 8% | 5% | -7% | 5% | -7% | -18 | -1% | 3% | -10%
CN(CC(=O)N1CCCc2c1c(=O)oc1ccc(O)cc21)Cc1ccccc1 | 2% | 0% | 1% | -1% | 4% | 2% | 1% | 5 | -7% | 3% | -4%
CCOc1ccc(Nc2ncnc3ccc([N+](=O)[O-])cc23)cc1 | u | -1% | -1% | 9.2µM* | -4% | -14% | 5% | -18 | 0% | -8% | -1%
CC(=O)OCC(=O)N1N=C(c2ccc3ccccc3c2)CC1c1ccccc1 (stereo not drawn) | u | 0% | 12% | 21% | -8% | 2% | -3% | -11 | 4% | 24% | -5%
O=C(O)CCN(CC(=O)c1ccc(Cl)cc1)S(=O)(=O)c1ccc([N+](=O)[O-])cc1 | u | -1% | -9% | 7% | 21% | 7% | -2% | 8 | 5% | 11% | -1%
COc1cc(CC(=O)NCCc2ccc(OCc3ccccc3)cc2)c([N+](=O)[O-])cc1OC | u | -4% | 1% | u | 3% | -1% | -1% | 7 | 4% | -1% | 1%
O=C1c2cccc(OCC(=O)N3CCCc4ccccc43)c2CCN1Cc1ccc(Br)cc1 | u | -5% | 6% | 18µM* | -3% | 0% | u | -15 | -6%[46.1 µM] | -46%[inhibitor] | 0%
CCn1c(CNC(=O)c2cccs2)nnc1SCC(=O)Nc1cc(Cl)ccc1C | -2% | -15% | u | u | -3% | 5% | -3% | 12 | 11% | 21% | -3%
COc1ccc(NC(=O)C2CCN(c3cnccn3)CC2)cc1OC | -5% | 0% | 3% | 14% | 23% | 30% | -14% | 8 | 4% | u | -2%
Cc1cc(C)nc(N2CCCC(C(=O)Nc3ccc4c(c3)OCCO4)C2)n1 (stereo not drawn) | u | 0% | -4% | 1% | 10% | 0% | -1% | 5 | 0% | -20%[7.66 µM] | -2%
CNc1snc(C)c1C(=O)OC(C)C(=O)Nc1ccc(F)cc1 (stereo not drawn) | -7% | -14% | 8% | u | -26% | 2% | 4% | 2 | 10% | u | 0%
CCOCCCNC(=O)c1cc(Sc2nnc(C)s2)nc2ccccc12 | u | -1% | -7% | -12% | 4% | -2% | 8% | -5 | 3% | 0% | -2%
CCOC(=O)C(=CNc1nc(-c2ccc3ccccc3c2)cs1)C(=O)OCC | u | -1% | 0% | 8% | 3% | 21% | -17% | -16 | -10% | -21% | -6%
CN(C)N1C(N)=C(C#N)C(c2cccc(Cl)c2)C2=C1CCCC2=O (stereo not drawn) | u | 2% | -4% | 7% | 4% | 0% | 2% | -17 | 2% | 15% | -3%
COCCn1c(-c2ccc(NC(C)=O)cc2)nc2c1c(=O)[nH]c(=O)n2CC(C)C | -1% | 0% | -3% | 0% | -9% | 27% | -11% | -6 | 0% | -11% | -4%
NNC(=O)C(=O)Nc1ccc(Cl)c(Cl)c1 | -3% | -17% | -8% | -8% | -8% | -2% | 3% | 10 | -7% | -12% | 0%
CCOc1ccccc1/C=C/c1onc(C)c1S(=O)(=O)N1CCC(C(=O)N(CC)CC)CC1 | u | -3% | 12% | 5.8µM* | 3% | 43%[activator] | -7% | 0 | 1% | 2% | -4%
CCC1CSC(Nc2ccc(C(=O)/C=C/c3ccc(Br)cc3)cc2)=N1 (stereo not drawn) | -3% | 8% | x | 15% | 14% | u | 23% | -12 | 2%[46.1 µM] | -68%[inhibitor] | -3%
O=[N+]([O-])c1cc(/C=N/N2CCN(Cc3ccccc3)CC2)ccc1Cl | 4% | 9% | -4% | 0% | 0% | 0% | 23% | -10 | -1% | -2% | -3%
CC1CCCCN1S(=O)(=O)c1ccc(NC(=O)c2cccs2)cc1 (stereo not drawn) | 20% | 0% | 5% | u | -4% | -8% | 17% | -1 | 8% | 2% | -3%
COC(=O)c1ccc(Cl)c(NC(=O)CN(c2ccc3c(c2)OCO3)S(C)(=O)=O)c1 | -13% | -4% | -2% | u | 19% | -1% | -9% | -7 | 6% | -7%[7.66 µM] | -10%
CCSc1nnc(NC(=O)c2ccc3ccccc3n2)s1 | u | 0% | u | u | -7% | -2% | 1% | -11 | -1% | -42% | 10%
C=CCn1c(SCC(=O)N2CC(C)OC(C)C2)nnc1-c1ccncc1 (stereo not drawn) | u | 0% | -2% | 12% | -5% | 9% | -4% | -6 | -5% | -13% | -5%
COc1ccc(OC)c(NC(=O)CNC(=O)c2cccs2)c1 | -2% | 1% | x | 6% | 7% | -1% | 3% | -10 | 3% | 4%[7.66 µM] | -1%
O=C(CCC1N=C2c3ccccc3N=C(SCc3ccc(Cl)cc3)N2C1=O)NCc1ccco1 (stereo not drawn) | u | 0% | 0% | -24% | 4% | 2% | 8% | -2 | 1% | -25% | -3%
Next part
SMILES | Chronic BCR inh | Tb PFK block | A-T KAP1 phos | ELG1 DNA repair | Eya2 inh | S-ASM inh | Mito fusion act | TSHR antag | TCR activator | a7 integrin act | TSG101-PTAP inh
COc1ccc(NC(=O)CN(C)C(=O)Cc2ccc3c(c2)OCCO3)cc1 | 5% | 7% | -4% | -3% | 12% | x | -5% | 2 | -3% | 3% | 1%
O=C(CC(c1ccccc1)c1ccccc1O)N1CCCC1 (stereo not drawn) | 24% | -9% | 13% | u | 19% | 3% | 1% | 24 | 0% | -18% | -1%
COc1ccc(OC)c(CCNC(=O)c2ccc(NC3=NC4CS(=O)(=O)CC4S3)cc2)c1 (stereo not drawn) | 4% | 0% | -13% | 10% | 1% | 0% | -1% | 2 | 1% | -8% | 0%
CCOc1ccc(S(=O)(=O)NCCC(=O)OC(C)C(=O)N2CCc3ccccc32)cc1 (stereo not drawn) | 9% | 1% | -9% | u | -13% | 0% | 3% | -1 | x | -29% | -5%
Cc1cccc2nc(-c3ccccc3)nc(N3CCC(O)(c4ccc(Cl)cc4)CC3)c12 | u | 2% | -7% | u | -5% | -29% | 28% | -30 | 0%[46.1 µM] | 14% | 0%
CC1CN(c2nnc(NC(=O)c3ccccc3)s2)CC(C)O1 (stereo not drawn) | u | -5% | 0% | u | -11% | 0% | -1% | -6 | 6% | 0% | -5%
Cc1csc(-c2coc3cc(O)cc(C)c3c2=O)n1 | u | -4% | 26% | u | -14% | -7% | -6%[9.22 µM] | -7 | 5% | 7% | -4%
CS(=O)(=O)N1CCC(C(=O)Nc2ccccc2Cl)CC1 | 1% | -2% | 6% | 1% | -6% | 4% | 0% | 7 | 0% | 37% | 3%
Cc1cc(C)c(C)c(S(=O)(=O)NCCCN2CCOCC2)c1C | 3% | 0% | 0% | -1% | -6% | -3% | -10% | -4 | -7% | 9% | -8%
O=C(Nc1cc(C(F)(F)F)ccc1N1CCOCC1)c1ccncc1 | 0% | -1% | 3% | -27% | -22% | -1% | x | x | 4% | -7% | 1%
CCCC(c1nnnn1C(C)(C)CC)N1CCN(C(=O)c2ccco2)CC1 (stereo not drawn) | -10% | 0% | 3% | -5% | -1% | 9% | u | 9 | 3% | u | -7%
Cc1ccc(OC(C)C(=O)Nc2ncc(Cl)cc2Cl)c([N+](=O)[O-])n1 (stereo not drawn) | 4% | 0% | -2% | u | 0% | 32% | x | -9 | -1%[46.1 µM] | 10% | -1%
Cc1noc(C)c1COc1ccc(C(=O)OCC(=O)NC23CC4CC(CC(C4)C2)C3)cc1 | 3% | 1% | -2% | 3% | -25% | -11% | 3% | -22 | 2% | 1% | -2%

Gathered by group, the compounds so far containing a furan ring, fused or not.
SMILES | Chronic BCR inh | Tb PFK block | A-T KAP1 phos | ELG1 DNA repair | Eya2 inh | S-ASM inh | Mito fusion act | TSHR antag | TCR activator | a7 integrin act | TSG101-PTAP inh
O=C(CCC1N=C2c3ccccc3N=C(SCc3ccc(Cl)cc3)N2C1=O)NCc1ccco1 (stereo not drawn) | u | 0% | 0% | -24% | 4% | 2% | 8% | -2 | 1% | -25% | -3%
CCCC(c1nnnn1C(C)(C)CC)N1CCN(C(=O)c2ccco2)CC1 (stereo not drawn) | -10% | 0% | 3% | -5% | -1% | 9% | u | 9 | 3% | u | -7%
